ADAM17 inh: inhibits human ADAM17 | P78536 | recombinant ADAM17, EDANS/DABCYL FRET peptide cleavage | inhibition, % at 6.95 µM | actives 0.83% (n = 370,000) | AID 720648;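 active = inhibition above the mean of compounds lying between control limits plus 3 SD, set per campaign, cut at about 8.5% in these data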;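 also: 0% = DMSO-only wells as the low control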
PLC-beta3 inh: PLC-beta3 (human) inhibition, primary screen | Purified PLC-beta3, fluorogenic substrate, fluorescence | inhibition, % at 12.2 µM | actives 0.18% (n = 370,000); in the data active = inhibition above about 11%;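 also: 0% = median of compound wells on plate and 100% = full blocker control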
PLCg1 inh: PLC-gamma1 (human) inhibition, primary screen | P19174 | purified PLC-gamma1, fluorogenic substrate, fluorescence | inhibition, % at 12.2 µM | actives 0.84% (n = 370,000) | AID 720700; in the data active = inhibition above about 9.5%
NR1D1 modulator: modulators of human Rev-erb alpha DNA binding; P20393; Rev-erbα–FITC-DNA binding, fluorescence polarization, 90 min; actives 0.79% (n = 370,000); activity, % at 10 µM; AID 1259318;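 active = activity above about 14%, limit read from the data; passing the limit was not always enough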;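 also: 0% = DMSO wells with 35 nM protein and 100% = DMSO wells with 750 nM protein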
Target sequence (P20393 whole entry, looked up): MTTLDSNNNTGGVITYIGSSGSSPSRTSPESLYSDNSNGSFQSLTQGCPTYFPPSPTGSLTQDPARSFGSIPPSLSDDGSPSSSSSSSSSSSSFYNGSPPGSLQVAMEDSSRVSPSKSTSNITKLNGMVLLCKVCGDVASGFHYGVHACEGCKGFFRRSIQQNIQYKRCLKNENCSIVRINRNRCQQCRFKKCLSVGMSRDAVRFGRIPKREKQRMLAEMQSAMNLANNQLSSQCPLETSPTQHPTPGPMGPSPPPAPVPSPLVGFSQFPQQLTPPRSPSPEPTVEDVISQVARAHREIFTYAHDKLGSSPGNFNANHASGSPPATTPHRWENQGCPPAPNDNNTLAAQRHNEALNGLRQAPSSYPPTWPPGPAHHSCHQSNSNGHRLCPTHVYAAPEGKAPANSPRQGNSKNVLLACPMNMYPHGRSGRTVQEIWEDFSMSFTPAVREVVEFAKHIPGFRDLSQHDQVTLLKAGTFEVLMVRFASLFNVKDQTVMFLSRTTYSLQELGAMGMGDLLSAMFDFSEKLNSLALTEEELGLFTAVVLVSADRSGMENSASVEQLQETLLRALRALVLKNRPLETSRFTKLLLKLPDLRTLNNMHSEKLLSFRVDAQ
DAX1 inh-1: inhibitors of human orphan nuclear receptor DAX1 (NR0B1); P51843; HEK293 Gal4-DAX1 luciferase reporter, luminescence; inhibition, % at 6.75 µM; actives 0.99% (n = 340,000); AID 504766;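 active = inhibition above the mean over all tested compounds plus 3 SD, cut at about 4.2% in these data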;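 also: 0% = DAX1-transfected cells with DMSO and 100% = empty-vector control cells with DMSO; inhibition shows as a rise in luminescence from relieved DAX1 repression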
Target sequence (P51843 207-470 limits assumed): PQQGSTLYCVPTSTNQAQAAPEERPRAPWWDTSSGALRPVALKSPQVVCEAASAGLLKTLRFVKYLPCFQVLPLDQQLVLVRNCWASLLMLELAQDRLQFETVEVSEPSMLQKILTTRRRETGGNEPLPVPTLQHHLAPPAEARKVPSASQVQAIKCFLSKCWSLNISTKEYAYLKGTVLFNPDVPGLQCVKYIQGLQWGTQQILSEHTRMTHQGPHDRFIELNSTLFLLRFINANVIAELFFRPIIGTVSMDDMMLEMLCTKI
ssDAF-12 act: activates DAF-12 receptor from parasite S. stercoralis | HEK293 ssDAF-12/GRIP1 lit1-tk-luc reporter, luminescence; % of 3 µM dafachronic acid response | activation, % at 6.8 µM | actives 1% (n = 370,000) | AID 652126;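 active = activation above the mean over all tested compounds plus 3 SD, cut at about 0.9% in these data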;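 also: 0% = DMSO-only wells and 100% = 3 µM delta7-dafachronic acid wells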
hcDAF-12 act: activates DAF-12 receptor from parasite H. contortus; HEK293 hcDAF-12 lit1-tk-luc reporter, luminescence; 0% DMSO, 100% Δ7-dafachronic acid; activation, % at 6.8 µM; actives 1.4% (n = 370,000);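 active = activation above the mean of all tested compounds plus 3 SD, cut at about 5.5% in these data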;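 also: 100% = response to 3 µM Δ7-dafachronic acid high control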
DAX1 inh-2: DAX1 (NR0B1) inhibition, primary screen; HEK293T StAR-luciferase reporter, SF-1/DAX-1 repression relief; inhibition, % at 6.8 µM; actives 1.1% (n = 370,000); AID 652010;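 active = inhibition above the mean over all tested compounds plus 3 SD, cut at about 3.6% in these data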;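 also: 0% = DAX-1 cells with DMSO and 100% = cells lacking DAX-1 with DMSO; higher inhibition means more luminescence from relief of DAX-1 repression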
hgDAF-12 ag: agonists of H. glycines DAF-12 nuclear receptor. HEK293 GAL4-hgDAF12 UAS-luciferase reporter, agonist luminescence; normalized to butyrate control. activation, % at 6.8 µM. actives 1.8% (n = 370,000);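 active = activation above a cutoff set at the mean of all screened compounds plus 3 SD, cut at about 10% in these data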;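 also: 0% = DMSO wells and 100% = sodium butyrate wells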
MBD2 DNA inh: inhibitors of human MBD2 binding to methylated oligonucleotide | Q9UBB5 | TR-FRET | inhibition, % at 4.4 µM | actives 0.31% (n = 370,000) | AID 686964; in the data active = inhibition above about 13%
SMARCA2 act: activators of SMARCA2 function. MG213 cells, MMTV-luciferase reporter, dexamethasone, overnight. AID 652017. actives 1% (n = 370,000). activation, % at 9.1 µM; in the data active = activation above about 7.8%;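 also: 0% = vehicle wells and 100% = reference activator wells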
The depositor's hits bear a star; / = not tested or not shown.

SMILES	ADAM17 inh	PLC-beta3 inh	PLCg1 inh	NR1D1 modulator	DAX1 inh-1	ssDAF-12 act	hcDAF-12 act	DAX1 inh-2	hgDAF-12 ag	MBD2 DNA inh	SMARCA2 act
Cc1ccc(C(=O)CSc2nc(-c3ccccc3)cc(=O)[nH]2)cc1	1.8	-1.6	0.4	2.9	2.1	-1.9	-1.1	0.8	0.4	-3.5	2.0
COC(=O)c1ccc(Sc2ccccc2NS(=O)(=O)c2ccc(C)cc2)nc1	-5.2	-1.3	-0.9	-8.9	-0.6	0.1	2.5	-0.1	0.9	-0.9	1.0
CCCCNC(=O)CNC(=O)c1cccs1	-4.0	0.5	2.5	-0.3	0.5	-1.9	2.4	0.0	3.0	2.4	-0.7
Cc1ccc(NC(=S)N(CCCN2CCOCC2)Cc2ccco2)cc1Cl	-1.4	5.5	0.3	-1.7	0.8	-1.2	-1.8	0.1	-0.9	-4.6	-0.5
CC1=CC(C)(C)n2c(O)c(N=NC(N)=S)c3c(C)c(C)cc1c32	0.2	-2.1	3.7	3.5	0.4	-1.0	1.5	0.6	1.2	0.3	-0.9
COc1ccc2nc(N3C(=O)CNC3=S)sc2c1	-5.9	-2.3	-5.1	0.4	3.1	-0.3	8.4*	1.0	8.4	-6.8	8.6*
Cc1onc(-c2c(F)cccc2Cl)c1-c1nnc(-c2ccc(C(F)(F)F)cc2)o1	0.8	-6.1	-3.2	2.4	/	-1.1	0.2	-0.4	1.4	-0.5	-1.9
O=C(CSc1nc(=O)n(CCCN2CCOCC2)c2c1CCCC2)Nc1cccc([N+](=O)[O-])c1	-5.7	-11.0	3.2	-27.6	0.6	-1.1	-1.2	-0.2	-2.2	4.2	-2.1
CC(=O)Nc1ccc(SC[C@H](Cc2ccccc2)N2CC[C@@H](C(C)(C)C)CCC2=O)cc1	12.2*	3.2	11.2*	1.8	0.3	-1.1	-2.4	0.0	-2.4	-6.0	-0.4
CCC(=O)c1ccc(OCC(=O)OCC(=O)NCCCc2ccccc2)cc1	-1.1	-11.4	-4.7	3.2	-0.2	-0.7	-0.1	-0.6	-0.2	1.9	-1.3
CN1C(=O)c2ccccc2Sc2ccc(C(=O)O)cc21	-1.0	-6.3	0.1	1.5	-1.1	-0.7	-1.4	-0.3	-0.7	1.1	1.0
Cn1c(CCN2CCCC2)nc2cc(NS(=O)(=O)c3ccccc3)ccc21	-8.6	-14.2	-2.1	-5.8	0.9	-1.2	-2.6	0.2	-6.2	3.4	-1.4
O=C(c1n[nH]c(=O)c2ccccc12)N1CCN(c2ccccc2)CC1	-3.8	-3.4	-0.7	1.9	-0.1	-1.1	-1.9	-0.7	1.5	-2.3	-1.7
Cc1ccc(N(C(=O)C(F)(F)F)C(C(=O)NC2CCCCC2)c2cccs2)cc1 (stereo not drawn)	-4.3	3.4	-1.7	-2.5	2.5	-0.5	-0.1	0.6	-2.5	5.2	-1.9
O=C(Nc1ccccc1Oc1ccccc1)[C@@H]1O[C@H](CO)[C@H](O)[C@H](O)[C@H]1O	6.3	2.1	1.2	-6.2	/	-1.1	-0.9	-0.1	2.1	-1.9	-5.3
O=C(NCc1cccnc1)c1cc(C2CCCCN2C(=O)c2ccc(Cl)cc2)on1 (stereo not drawn)	2.6	3.1	5.2	1.5	/	-1.3	-1.7	-0.5	-2.5	-0.6	0.2
CC(C)n1cc(NC(=O)c2cc(-c3ccccc3)on2)cn1	-1.5	-1.2	-0.2	-3.0	-2.6	0.5	4.0	-1.6	14.2*	6.3	1.5
CCCCCN1CC(O)=C(c2ccccc2)C1=N	-3.6	1.2	0.7	-4.3	-1.8	-1.4	-0.9	0.6	-3.5	1.0	-1.1
O=C(O)/C=C/C(=O)N1CCc2ccccc21	-3.3	-8.8	-3.4	3.5	2.8	-0.2	5.1	-0.6	1.4	-0.1	1.8
CCOc1ccccc1CNC(=O)C1CCN(c2nc3ccccc3o2)CC1	-8.2	4.0	1.0	-1.0	-0.3	-1.4	-2.5	-1.2	-1.4	-8.0	-2.4
CCOC(=O)CCNC(=O)N1CCCC(C(=O)c2cccc(Cl)c2)C1 (stereo not drawn)	-2.2	-2.7	-0.1	5.8	0.3	-1.1	-0.8	-0.4	-0.3	0.5	-1.2
Cc1ccc(S(=O)(=O)NCCSC(C)(C)C)cc1	-1.3	-2.7	1.0	0.8	2.4	-1.3	-1.9	-0.8	1.4	0.3	1.8
CC(=O)c1ccc(N2CCN(CC(=O)N(C3CC3)C3CCS(=O)(=O)C3)CC2)c(F)c1 (stereo not drawn)	2.3	-10.6	5.5	4.0	0.8	-1.0	-1.8	-0.5	-3.6	-4.2	-2.6
CCO/C=C/C(O)(CNC(=O)COc1ccccc1F)C(F)(F)F (stereo not drawn)	-2.9	1.4	0.1	3.8	0.6	-1.2	-0.9	0.5	-3.3	-2.7	-0.3
COc1ccc(C2/C(=C(/O)c3ccccc3)C(=O)C(=O)N2CCCN2CCOCC2)cc1 (stereo not drawn)	6.1	-1.4	5.2	-9.4	1.2	-1.7	-1.4	0.0	-2.1	-2.9	-0.5
O=C(Nc1ccc2[nH]ncc2c1)c1cccc(F)c1	-3.7	-9.4	-2.5	-0.8	1.9	0.4	0.0	1.1	8.0	2.8	4.2
Cc1ccc(S(=O)(=O)N2CCC(C(=O)N3CCN(c4ccccn4)CC3)CC2)cc1C	-5.0	-6.9	-3.5	-1.4	-0.1	-1.6	-1.0	-1.7	-1.8	-5.7	0.4
CC1CN(C(=O)COC(=O)Cc2c(F)cccc2Cl)CC(C)O1 (stereo not drawn)	-2.4	-3.8	-2.2	-2.4	1.4	-0.8	0.5	1.7	3.3	-1.7	-0.5
O=C(CSCc1ccco1)c1cccs1	-4.8	-2.6	-1.2	1.0	2.0	-0.8	1.7	-0.1	7.5	-2.3	3.9
CC(=O)N[C@@H]1C=C[C@@H](CC(=O)NCc2ccc(Cl)cc2)O[C@@H]1CO	-5.0	-1.8	0.5	-1.3	/	-1.0	3.0	-0.8	0.6	1.3	-3.5
COc1cccc(Nc2ncc(C(=O)O)c3ccccc23)c1	-1.0	-78.2	-61.0	6.4	0.9	-1.1	0.1	-0.1	1.7	4.1	0.7
CCOC(=O)C(Cc1ccccc1)NC(C)=O (stereo not drawn)	-3.9	-1.1	-0.3	-4.8	-0.3	-1.3	-1.8	-0.3	-0.1	2.9	-1.7
CN1CCN(CCCC(=O)c2ccc(F)cc2)CC1	-2.0	4.5	3.4	1.4	0.3	-1.3	0.2	0.4	-0.8	5.0	3.6
O=[N+]([O-])c1ccccc1S(=O)(=O)Nc1nc2ccccc2s1	-4.8	-8.7	-0.1	-0.2	1.1	0.4	5.0	3.2	0.6	0.1	-1.6
O=C(O)c1ccc(N/N=C/c2ccc(OC(=O)c3ccccc3Cl)cc2)cc1	-3.0	-7.3	-5.2	5.7	-5.7	-1.2	-0.8	0.2	0.5	0.4	0.9
Cc1nc(NN)c2c3c(sc2n1)COC(C)(C)C3	-0.8	-3.3	-2.3	1.6	-0.8	-1.1	-0.5	-0.2	-0.5	3.4	-2.1
O=C(CNC(=O)OCc1ccccc1)NCC(=O)Oc1ccc([N+](=O)[O-])cc1	-0.8	4.8	1.0	10.5	0.8	-0.9	-0.4	1.2	0.6	-5.2	0.6
COCC(C)NC(=O)C1c2ccccc2Oc2ccccc21 (stereo not drawn)	-5.1	-5.9	-1.1	4.7	0.1	-1.3	-2.2	0.0	2.6	1.9	-1.6
O=C(c1ccc(SCc2cccc(Br)c2)c([N+](=O)[O-])c1)N1CCN(c2ccccn2)CC1	-1.7	-3.0	-1.7	-8.4	-0.6	-2.0	-0.3	0.6	1.8	1.3	4.0
Cc1cccc(N(C)C(=O)c2cc(S(=O)(=O)N3CCCCC3)c[nH]2)c1	0.3	2.3	0.0	6.7	0.6	-1.2	0.9	0.0	0.3	-2.1	-1.6
Cc1ccc(NC(=O)CSCC(=O)Nc2ccc(S(=O)(=O)N3CCCC3)cc2)cc1	-1.3	-3.2	1.4	-0.4	0.2	-0.3	-1.2	-0.9	2.3	0.4	-1.1
CCOCCn1c(CN(Cc2ccccc2)Cc2ccccc2)nc2c1c(=O)[nH]c(=O)n2C	-0.7	1.2	0.9	-2.7	-0.7	-1.4	-1.1	0.4	-0.7	1.2	-4.6
COc1ccccc1NC(=O)CCS(=O)(=O)c1cc2c(cc1Cl)NC(=O)CO2	-3.4	-8.1	0.2	-4.6	0.2	-1.2	-0.1	0.0	-0.5	3.2	0.2
CCCCOc1nc(N2CCOCC2)nc(C)c1[N+](=O)[O-]	0.0	-2.4	2.9	5.7	0.4	-1.8	0.7	0.1	-0.5	-1.2	-1.5
O=C1C2C3C=CC(C3)C2C(=O)N1c1ccc2c(c1)OCO2 (stereo not drawn)	-1.2	4.1	0.2	-1.0	0.1	-1.0	-0.6	0.5	1.1	-2.9	3.5
CC1=C(C(N)=O)C(c2ccc(Cl)c(Cl)c2)n2ncnc2N1 (stereo not drawn)	-4.0	-4.0	-1.5	-0.7	0.4	-1.2	-2.3	-0.1	-1.8	-2.0	-2.0
CCN1C(=O)N[C@@H](c2ccccc2)[C@@H](C(=O)OC)[C@H]1C	1.7	4.5	4.9	-0.8	0.4	-1.4	-2.1	-0.1	1.4	-3.7	-0.5

In the list so far, 7 have fluorine:
SMILES	ADAM17 inh	PLC-beta3 inh	PLCg1 inh	NR1D1 modulator	DAX1 inh-1	ssDAF-12 act	hcDAF-12 act	DAX1 inh-2	hgDAF-12 ag	MBD2 DNA inh	SMARCA2 act
Cc1onc(-c2c(F)cccc2Cl)c1-c1nnc(-c2ccc(C(F)(F)F)cc2)o1	0.8	-6.1	-3.2	2.4	/	-1.1	0.2	-0.4	1.4	-0.5	-1.9
Cc1ccc(N(C(=O)C(F)(F)F)C(C(=O)NC2CCCCC2)c2cccs2)cc1 (stereo not drawn)	-4.3	3.4	-1.7	-2.5	2.5	-0.5	-0.1	0.6	-2.5	5.2	-1.9
CC(=O)c1ccc(N2CCN(CC(=O)N(C3CC3)C3CCS(=O)(=O)C3)CC2)c(F)c1 (stereo not drawn)	2.3	-10.6	5.5	4.0	0.8	-1.0	-1.8	-0.5	-3.6	-4.2	-2.6
CCO/C=C/C(O)(CNC(=O)COc1ccccc1F)C(F)(F)F (stereo not drawn)	-2.9	1.4	0.1	3.8	0.6	-1.2	-0.9	0.5	-3.3	-2.7	-0.3
O=C(Nc1ccc2[nH]ncc2c1)c1cccc(F)c1	-3.7	-9.4	-2.5	-0.8	1.9	0.4	0.0	1.1	8.0	2.8	4.2
CC1CN(C(=O)COC(=O)Cc2c(F)cccc2Cl)CC(C)O1 (stereo not drawn)	-2.4	-3.8	-2.2	-2.4	1.4	-0.8	0.5	1.7	3.3	-1.7	-0.5
CN1CCN(CCCC(=O)c2ccc(F)cc2)CC1	-2.0	4.5	3.4	1.4	0.3	-1.3	0.2	0.4	-0.8	5.0	3.6
